From PubChem
OX1R antag-1: OX1R (HCRTR1) antagonists, primary screen, fluorescence, CHO/OX1R cells, Fluo-8 calcium, orexin A. AID 434989, 2010. Fluo-8 calcium fluorescence. inhibition, % at 5 µM. hit rate 0.43% among 330,000. Orexin/Hypocretin receptor type 1 (Homo sapiens), O43613;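 active means inhibition above its plate's threshold, mean inhibition of all tested compounds on the plate plus 3 SD, cut at about 37% in these data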;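 further: 0% = orexin A challenge wells and 100% = SB-334867-A antagonist wells; not every result past the cut was called active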
Target sequence (O43613 whole entry, looked up): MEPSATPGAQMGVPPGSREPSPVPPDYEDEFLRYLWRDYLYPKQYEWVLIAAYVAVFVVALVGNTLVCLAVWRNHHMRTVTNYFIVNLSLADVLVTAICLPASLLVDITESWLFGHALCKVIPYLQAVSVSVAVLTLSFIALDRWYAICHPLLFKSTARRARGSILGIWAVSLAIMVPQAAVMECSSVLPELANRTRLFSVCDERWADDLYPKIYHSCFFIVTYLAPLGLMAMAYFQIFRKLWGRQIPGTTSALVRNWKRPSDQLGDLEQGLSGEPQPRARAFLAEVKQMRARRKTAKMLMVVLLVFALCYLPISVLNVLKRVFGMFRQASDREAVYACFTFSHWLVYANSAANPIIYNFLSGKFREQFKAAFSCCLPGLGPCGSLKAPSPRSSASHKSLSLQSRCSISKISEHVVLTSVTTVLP
OX1R antag-2: antagonists of human orexin 1 receptor (OX1R); Orexin/Hypocretin receptor type 1 (Homo sapiens), O43613; OX1R-expressing cells, FRET antagonist read-out; inhibition, % at 6.6 µM; hit rate 1.8% among 330,000; AID 485270, 2010; in the data active means inhibition mostly above about 38%, no sharp cut-off; inactive means mostly below about 40%;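 further: 0% = agonist challenge alone and 100% = reference antagonist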
CHT allo act: CHT positive allosteric modulators, primary screen, cell-based, membrane potential dye, choline EC20 | CHT-expressing cells; active compounds read high; LV-AA mutant CHT in HEK293 cells | B-score at 10 µM | hit rate 0.49% among 310,000;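 active means initial fluorescence not abnormally high and integrated response B-score, plate-corrected, over 3 SD above library mean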
Target sequence (Q9GZV3 whole entry, looked up): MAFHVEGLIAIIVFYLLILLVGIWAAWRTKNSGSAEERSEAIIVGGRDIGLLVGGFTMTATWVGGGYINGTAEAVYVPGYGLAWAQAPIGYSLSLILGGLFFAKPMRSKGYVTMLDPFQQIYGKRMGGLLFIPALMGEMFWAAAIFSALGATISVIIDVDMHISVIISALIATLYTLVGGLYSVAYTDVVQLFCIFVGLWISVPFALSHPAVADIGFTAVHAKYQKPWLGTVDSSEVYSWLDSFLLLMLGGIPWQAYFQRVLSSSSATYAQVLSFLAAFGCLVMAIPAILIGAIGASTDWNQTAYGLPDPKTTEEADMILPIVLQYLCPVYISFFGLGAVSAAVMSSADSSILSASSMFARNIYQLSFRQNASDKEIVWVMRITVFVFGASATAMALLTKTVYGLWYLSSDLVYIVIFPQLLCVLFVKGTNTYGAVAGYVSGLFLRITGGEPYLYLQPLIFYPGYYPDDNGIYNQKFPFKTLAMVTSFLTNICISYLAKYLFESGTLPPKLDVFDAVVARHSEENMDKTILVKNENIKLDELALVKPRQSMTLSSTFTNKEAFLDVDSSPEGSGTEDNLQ
The depositor's hits bear a star; i = inactive; . = no result given.

Order of values – OX1R antag-1 | OX1R antag-2 | CHT allo act
1) Cc1ccc2c(=O)[nH]c(Nc3nc(C)cc(-c4ccccc4)n3)nc2c1
→ -33 | 5 | i
2) Cc1csc2nc(CNS(=O)(=O)c3ccc4c(c3)OCCO4)cn12
→ 0 | 9 | i
3) O=c1nc2s/c(=C\c3ccco3)c(=O)n2nc1Cc1ccc(F)cc1
→ -8 | 1 | i
4) COC(=O)c1ccc(N2CCN(C)CC2)c(NC(=O)c2cccs2)c1
→ -9 | 12 | 6.7*
5) CC1CC(C)CN(CCC(=O)Nc2ccc(Br)cc2)C1 (centres undefined)
→ -2 | 14 | i
6) CC1CCCN(C(=O)CN(C)S(=O)(=O)c2cccc3nsnc23)C1 (centres undefined)
→ -24 | 24 | i
7) O=C(COC(=O)c1ccc(Cl)nc1)Nc1ccc(S(=O)(=O)N2CCCC2)cc1
→ 2 | 1 | i
8) N#Cc1ccc(-c2csc(NC(=O)/C=C/c3cccs3)n2)cc1
→ -24 | 30 | i
9) O=C(CNC(=O)c1ccccc1)OCC(=O)c1ccc(Cl)s1
→ 2 | -1 | .
10) CCCCOc1ccc(C(=O)N/C(=C\c2cccc([N+](=O)[O-])c2)C(=O)OCCC)cc1
→ -7 | 25 | i
11) Cc1ccc(-n2c(C)c3c(C)nnc(C)c3c2C)cc1N
→ -11 | 17 | i
12) COc1ccc(C(=O)Nc2ccccc2C(=O)NCCN2CCOCC2)cc1OC
→ -16 | 13 | i
13) O=C(CSc1nc(=O)n2cc(Cl)ccc2n1)Nc1ccc2c(c1)OCCO2
→ -16 | 33 | i
14) O=C(CN1CCN(Cc2ccccc2)CC1)Nc1cccc(C(F)(F)F)c1
→ 3 | 6 | i
15) CCOC(=O)c1c(C)c(C(=O)NCc2ccc3c(c2)OCO3)c(C)n1CC
→ -22 | 25 | i
16) CCOc1ccc(C(C)=O)cc1COC(=O)CN1C(=O)NC2(CCCC2)C1=O
→ -30 | 11 | i
17) O=S(=O)(c1ccc(Br)cc1)n1c(Cc2ccccc2)nc2ccccc21
→ -13 | 26 | i
18) Cc1csc2nc(CCNS(=O)(=O)c3cccs3)cn12
→ -17 | 11 | i
19) CC[N+]1=CN(c2ccccc2)C(C)=CC1(C)C
→ 7 | 10 | i
20) O=C(OCC(=O)N1CCOCC1)c1ccccc1OCc1ccccc1
→ -6 | 7 | .
21) CCc1ncc(CN2CCCC(C(=O)Nc3cccc(-c4cccc(C)c4)c3)C2)cn1 (centres undefined)
→ -15 | 16 | i
22) COc1ccc(S(=O)(=O)N2CCC(C(=O)NC3CC3)CC2)cc1Cl
→ -6 | 11 | i
23) COc1ccc(CCNC(=O)c2ccccc2C(=O)NCCc2ccc(OC)c(OC)c2)cc1OC
→ -4 | 50* | i
24) Cc1cc(NC(=O)c2cnn3c(C(F)(F)F)cc(-c4ccc(Br)cc4)nc23)no1
→ -3 | 10 | i
25) O=C(NCC(c1ccco1)N1CCc2ccccc2C1)c1ccc(F)cc1 (centres undefined)
→ -25 | 24 | i
26) O=C(Nc1cc(C(=O)N2CCN(c3ccccc3)CC2)ccc1Cl)c1cccs1
→ -18 | 9 | .
27) CCCCC(C(=O)N/N=C/c1ccccn1)C(=O)N/N=C/c1ccccn1
→ -31 | 8 | i
28) O=C(NC1CCCC1)C(c1ccncc1)N(CCCN1CCOCC1)C(=O)c1ccc(-c2ccccc2)[nH]1 (centres undefined)
→ -20 | 22 | i
29) Cc1cc(NC(=O)c2ccccc2-c2ccccc2C(=O)O)no1
→ -2 | 16 | i
30) Cc1cc(C(=O)OCC(=O)N2CCC(C)CC2)c2ccccc2n1
→ -26 | 12 | .

Whole records as entered above. Order of screens: OX1R antag-1 | OX1R antag-2 | CHT allo act
Results for Cc1csc2nc(CCNS(=O)(=O)c3cccs3)cn12 : -17 | 11 | i
Results for O=S(=O)(c1ccc(Br)cc1)n1c(Cc2ccccc2)nc2ccccc21 : -13 | 26 | i
Results for CCOC(=O)c1c(C)c(C(=O)NCc2ccc3c(c2)OCO3)c(C)n1CC : -22 | 25 | i
Results for COC(=O)c1ccc(N2CCN(C)CC2)c(NC(=O)c2cccs2)c1 : -9 | 12 | 6.7*
Results for Cc1ccc2c(=O)[nH]c(Nc3nc(C)cc(-c4ccccc4)n3)nc2c1 : -33 | 5 | i

(list continues)
Order of values – OX1R antag-1 | OX1R antag-2 | CHT allo act
31) O=C(Cn1nc(-c2ccc(Cl)cc2)ccc1=O)NCc1ccc2c(c1)OCO2
→ -36 | 29 | i
32) CC(C)=CCC/C(C)=C/CNC(=O)C[C@H]1C[C@H](C(=O)N2CCOCC2)[C@@]2(CCC3CCCC3)c3[nH]c4cc(CCC(=O)N(C)C)ccc4c3CCN2C1=O
→ -28 | -17 | .
33) Cc1c(CCC(=O)NC2CC2)c(=O)oc2cc(O)ccc12
→ -18 | 9 | i
34) O=C(Cn1cccn1)N1CCCC(Nc2ccc(F)c(F)c2)C1 (centres undefined)
→ -21 | 32 | i
35) O=C(Nc1cccc(C(=O)O)c1)/C(=C\c1ccc(F)cc1)NC(=O)c1ccco1
→ 23 | 6 | i
36) Cc1ccccc1-n1nnnc1SCc1cc(=O)n2ccsc2n1
→ -20 | 18 | i
37) COc1ccc(C(=O)Nc2nc(-c3ccc(S(=O)(=O)N4CCOCC4)cc3)cs2)cc1
→ -6 | 23 | i
38) Cc1cc(C(=O)N2CCN(c3ccc([N+](=O)[O-])cc3)CC2)co1
→ 2 | 30 | i
39) O=C(Nc1nccs1)C1(S(=O)(=O)c2ccc(Cl)cc2)CC1
→ -12 | 17 | i
40) O=C(NCc1ccc(C(=O)O)cc1)OCc1ccccc1
→ -11 | 24 | i
41) Nc1ncnc2c1nc(Sc1ccc(Cl)cc1)n2[C@@H]1O[C@@H]2COP(=O)(O)O[C@H]2[C@H]1O
→ -19 | 16 | i
42) Cc1[nH]n(C(N)=S)c(=O)c1N=Nc1cc(C(F)(F)F)ccc1Cl
→ 2 | 3 | i
43) O=S(=O)(c1ccc(Br)cc1)N1CCCN(Cc2ccccc2F)CC1
→ -24 | 19 | i
44) COc1ccc(C(=O)Nc2cnc(NC(=O)c3cccs3)cc2C)cc1
→ -39 | 15 | i
45) CCOC(=O)C(c1ccccc1)N1CCN(c2ccc(OC)cc2)CC1 (centres undefined)
→ -1 | 12 | i
46) CCOC(=O)c1c(C)n(CC)c2ccc(OC(=O)c3ccc([N+](=O)[O-])cc3)cc12
→ 17 | 11 | i
47) CN(C)C(=O)c1ccc(-c2cc(C(F)(F)F)n(C)n2)s1
→ -11 | 8 | i
48) Cc1ccc(C2(c3ccc(C)cc3)NC(=O)N(CC(N)=O)C2=O)cc1
→ -11 | 16 | i
49) CS(=O)(=O)c1ccc2c(c1)SC1=NC(=O)/C(=C/c3ccco3)C(=N)N12
→ 10 | -2 | i
50) CC(C)c1ccc(NC(=O)N(CCc2nc3ccccc3[nH]2)C2CCCC2)cc1
→ -33 | 17 | i
51) Cc1onc(-c2ccccc2)c1C(=O)n1cc(Br)cn1
→ -11 | 15 | i
52) Cc1cc(=O)[nH]c(SCC(=O)N2CCCCCC2)n1
→ -11 | 20 | i
53) CCCCn1c(N)c(N(CCOC)C(=O)c2ccc(-c3ccccc3)cc2)c(=O)[nH]c1=O
→ -11 | 15 | i
54) CCc1ccc(Oc2coc3cc(OCC(=O)Nc4cc(C)ccc4C)ccc3c2=O)cc1
→ -8 | 7 | i
55) COc1ccc(CCNC(=O)c2ccc(CS(=O)(=O)c3ccc(C)cc3)o2)cc1OC
→ -27 | 7 | i
56) O=C(NC1CCCCC1NC(=O)c1ccco1)c1ccco1 (centres undefined)
→ 6 | -5 | i
57) COC(=O)[C@@H](NC(=O)Nc1cccc(OC)c1)C(C)C
→ -21 | 12 | i
58) O=C(Cn1ccc(C(F)(F)F)n1)Nc1ccc(S(=O)(=O)NCc2ccco2)cc1
→ 8 | 21 | i
59) COc1ccccc1NC(=O)c1ccc(NC(=O)COC(=O)C2CCCCC2)cc1
→ -10 | 6 | i
60) O=C(N/C(=C\c1ccccc1)C(=O)N1CCOCC1)c1cccc(Br)c1
→ -8 | 24 | i
61) CCc1nnc(NC(=O)CN2CCOCC2)s1
→ -17 | 11 | i
62) Cc1cc(N2CCN(C)CC2)nc2ccc(NC(=S)NC3CC3)cc12
→ -13 | 13 | i
63) COc1ccc(N2C(=O)c3ccccc3C(C)(C)C2=O)cc1
→ -18 | 10 | i
64) COc1cc(CN2CCN(CCCc3ccccc3)CC2CCO)cc(OC)c1 (centres undefined)
→ -26 | 13 | i
65) O=C(Nc1cccnc1)c1ccccc1NS(=O)(=O)c1ccc(F)cc1
→ -13 | 39 | i
66) Cc1ccc(C)c(CSc2nc3[nH]ncc3c(=O)[nH]2)c1
→ -5 | 20 | i
67) C(=N\N=C\c1ccccn1)/c1ccccn1
→ 0 | -8 | i
68) CCOP(=O)(OCC)/C(=N/OC(=O)c1ccc(Cl)cc1Cl)C(N)=O
→ 8 | 3 | i
69) COc1cc2c(cc1OC)CN(c1ccc(-c3ccccc3OC)nn1)CC2
→ -19 | 34 | i
70) Cc1nc2c(C)[n+](CC(=O)c3ccccc3)ccc2n1C
→ 0 | -5 | i
71) O=C(N/N=C/c1ccc[nH]1)c1ccccc1OCc1ccccc1Cl
→ -29 | 15 | i
72) CCOc1ccc(-c2nc(N)ncc2-c2ccccc2OC)c(O)c1
→ -40 | 23 | i
73) COCCCNC(=O)C1CCN(S(=O)(=O)c2ccc3nc4c(c(C(=O)O)c3c2)CCCCC4)CC1
→ -29 | 17 | i
74) CCOC(=O)c1cccc(NC(=O)CCOc2ccccc2)c1
→ -7 | 27 | i
75) CC1CCN(C(=O)COc2ccc(Nc3ccccc3)cc2)CC1
→ -22 | 35 | i
76) COc1ccccc1CNC(=O)COc1ccccc1OC
→ -11 | 5 | i
77) COc1ccccc1NS(=O)(=O)c1c(C)nc2sccn2c1=O
→ -12 | 7 | i
78) O=C(C1=C(O)C(=O)N(c2ncccn2)C1c1ccc(Cl)c(Cl)c1)c1ccco1 (centres undefined)
→ -23 | 13 | i
79) CCCn1c2c(c(=N)c3c1CCC3)CCCC2
→ -2 | 16 | 7.9*
80) CC12CCC(C(=O)N3CCN(c4ccccc4)CC3)(CC1=O)C2(C)C (centres undefined)
→ -11 | 7 | i
81) CC(C)(C)c1cc(C(=O)NCC(=O)OCC(=O)c2cccc([N+](=O)[O-])c2)cc(C(C)(C)C)c1
→ -36 | 6 | i
82) COc1cccc(N2CCN(c3ccc4nnc(CCC(=O)Nc5ccc(C)cn5)n4n3)CC2)c1
→ -5 | 8 | i
83) N#Cc1ccncc1Sc1ccc(Cl)cc1
→ -10 | -5 | i
84) Cc1nnc(SCc2ccc(Cl)c(Cl)c2)s1
→ -26 | 14 | i
85) CCOC(=O)N1CCN(C(=O)c2ccc3c(=O)n(CCOC)c(=O)[nH]c3c2)CC1
→ -17 | -3 | i
86) O=[N+]([O-])c1ccc(Oc2ccc(S(=O)(=O)N3CCOCC3)cn2)cc1
→ -3 | 27 | i
87) CC(C)(C)c1nnc(N/N=C/c2ccc(O)cc2)n(N)c1=O
→ -4 | 9 | i
88) COc1cccc(CN2CC(C(=O)NCCn3cccn3)CCC2=O)c1 (centres undefined)
→ 0 | 10 | i
89) Cc1c(C(=O)N2CCN(S(=O)(=O)c3ccccc3F)CC2)oc2c(Cl)cccc12
→ -21 | 2 | .
90) COc1ccccc1NC(=O)Cn1c(=O)n(-c2ccccc2)c(=O)c2oc3ccccc3c21
→ -22 | 16 | i

Additional entries follow:
Order of values – OX1R antag-1 | OX1R antag-2 | CHT allo act
91) CC(=O)Nc1ccc(Oc2nc(-c3ccccn3)nc3ccccc23)cc1
→ -18 | 1 | i
92) CC1Cc2ccccc2N1S(=O)(=O)c1cccc(C(=O)OCC(=O)NC2CCS(=O)(=O)C2)c1 (centres undefined)
→ -5 | 20 | i
93) O=C(COC(=O)c1ccc(C(F)(F)F)cc1)Nc1cccc(S(=O)(=O)NC2=NCCCCC2)c1
→ -15 | 5 | .
94) COc1ccc(/C=C/C(=O)NC(=S)Nc2ccccc2C(=O)NC2CCCCC2)cc1
→ -34 | 4 | i
95) CCOC(=O)Cc1csc(NC(=O)c2cnc3sc(C)cn3c2=O)n1
→ -9 | 9 | i
96) CC(C)c1ccc(C(O)c2nc3ccccc3n2C)cc1 (centres undefined)
→ -15 | 4 | i
97) CC(C)=CCC/C(C)=C/COc1c2occc2cc2ccc(=O)oc12
→ 35 | 7 | .
98) Cn1c(=O)c2c(nc(N3CCCCC3)n2CC(O)COc2ccccc2)n(C)c1=O (centres undefined)
→ -12 | 7 | i
99) O=C(Nc1ccccc1)C1CC(=O)N(Cc2ccccc2)C1 (centres undefined)
→ -6 | 20 | i
100) CC(=O)OCCCNc1cc(Sc2nc3ccccc3s2)c2nonc2c1[N+](=O)[O-]
→ -1 | 30 | i
101) CC(=O)OC1COC(N2CCc3cc([N+](=O)[O-])ccc32)C(OC(C)=O)C1OC(C)=O (centres undefined)
→ -1 | 9 | i
102) Cc1cc(C)c(NC(=O)c2ccccc2C(=O)c2ccccc2)c(C)c1
→ -28 | 26 | i
103) COc1cc(/C=N/NC(=O)c2cc(-c3c(C)nn(-c4ccccc4)c3C)n[nH]2)ccc1O
→ -13 | 16 | i
104) O=C1Nc2cc(C(=O)NCCCN3CCOCC3)ccc2S/C1=C/c1ccccc1F
→ -7 | 25 | i
105) CC1CN(c2ccc(NS(=O)(=O)c3ccccc3)cc2C(=O)O)CC(C)O1 (centres undefined)
→ -4 | -1 | i
106) COc1ccc(S(N)(=O)=O)cc1C(=O)NNC(=O)CN(C)S(=O)(=O)c1ccc(Cl)cc1
→ 4 | 3 | .
107) COc1ccc([N+](=O)[O-])cc1NC(=O)CCN1CCN(C)CC1
→ -8 | 11 | i
